697 NFkB inh = inhibitors of the PMA/ionomycin-induced NF-kB reporter in 697 B cells; 697 B-cell NF-kB luciferase reporter, 16 h; inhibition, % at 4 µM; hit rate 0.33% among 330,000; AID 435022; in the data active = inhibition above about 35%
UPR XBP1 act = adaptive UPR (XBP1) activation; hit rate 0.33% among 330,000; AID 463104; activation, % at 20 µM; CHO-XBP1 luciferase reporter, IRE1-XBP1 UPR activation, luminescence; percent of tunicamycin response, DMSO as zero;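 active = versus positive control, 20 µM dose yields 30% or more activation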;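 also: 100% = tunicamycin at 10 µg/mL and 0% = DMSO only wells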
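Assay system: CHO-XBP1 luciferase reporter cells; Schedule: 6 h treatment, 37 °C; Detection: glow luminescence from Steady-Glo reagent; Benchmarks: high control tunicamycin 10 µg/mL final, low control DMSO vehicle only.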
tim23-1 inh = tim23-1 yeast growth inhibition | hit rate 1.3% among 330,000 | inhibition, % at 20 µM | S. cerevisiae tim23-1 growth, BacTiter-Glo luminescence, 24 h | AID 463212;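 active = growth inhibition of the mutant yeast at or above 50%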;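 also: temperature-sensitive mutant grown at 25 °C; plate controls were DMSO-treated mutant yeast for no effect and medium wells lacking yeast for full effect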
CHOP UPR activ = apoptotic UPR (CHOP) activation. CHO-CHOP luciferase reporter, luminescence; percent of tunicamycin response over DMSO baseline. activation, % at 10 µM. hit rate 0.34% among 330,000. AID 449763;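 active = at 10 µM dose, activation of 40% or more, normalized to positive control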;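 also: 100% = tunicamycin at 10 µg/mL and 0% = DMSO alone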
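System: CHO CHOP reporter cells. Amount: 500 cells per well. Buffer or medium: F12 medium, 10% FBS. Compound dosing: one dose, 10 µM in 0.5% DMSO. Incubation: 6 h compound exposure at 37 °C after overnight seeding. Technique: Steady-Glo luciferase luminescence. Benchmarks: tunicamycin and DMSO controls.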
TIM10 inh = inhibits growth of TIM10 yeast strain | S. cerevisiae TIM10 strain growth, BacTiter-Glo luminescence, 24 h | inhibition, % at 10 µM | hit rate 1.4% among 330,000;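 active = inhibition of 40% or more at the single tested concentration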;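 also: wild-type TIM10 isogenic control strain grown at permissive 25 °C; 0% = DMSO yeast wells and 100% = minimal medium wells without yeast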
Mdm2 MdmX PPI = inhibitors of human Mdm2/MdmX interaction | SaOS-2 split-luciferase Mdm2/MdmX complementation, luminescence | O15151+Q00987 | AID 485346 | inhibition, % at 8 µM | hit rate 3% among 330,000;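 active = inhibition of at least 50% at 8 µM in the primary screen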
Target sequence (O15151 whole entry, looked up): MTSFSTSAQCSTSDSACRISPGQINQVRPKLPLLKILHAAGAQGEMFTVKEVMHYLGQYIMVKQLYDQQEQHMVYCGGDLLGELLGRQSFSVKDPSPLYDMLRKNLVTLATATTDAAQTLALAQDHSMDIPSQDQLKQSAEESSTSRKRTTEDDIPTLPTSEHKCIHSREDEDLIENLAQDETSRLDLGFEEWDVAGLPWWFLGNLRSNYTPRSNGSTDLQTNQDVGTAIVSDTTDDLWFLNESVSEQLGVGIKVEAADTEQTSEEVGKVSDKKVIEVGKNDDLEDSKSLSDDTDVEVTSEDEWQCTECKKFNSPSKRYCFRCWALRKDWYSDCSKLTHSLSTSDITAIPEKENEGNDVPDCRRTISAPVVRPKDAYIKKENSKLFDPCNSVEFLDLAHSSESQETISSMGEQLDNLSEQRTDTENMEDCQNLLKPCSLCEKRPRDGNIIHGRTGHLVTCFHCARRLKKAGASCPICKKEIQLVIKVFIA
Target sequence (Q00987 whole entry, looked up): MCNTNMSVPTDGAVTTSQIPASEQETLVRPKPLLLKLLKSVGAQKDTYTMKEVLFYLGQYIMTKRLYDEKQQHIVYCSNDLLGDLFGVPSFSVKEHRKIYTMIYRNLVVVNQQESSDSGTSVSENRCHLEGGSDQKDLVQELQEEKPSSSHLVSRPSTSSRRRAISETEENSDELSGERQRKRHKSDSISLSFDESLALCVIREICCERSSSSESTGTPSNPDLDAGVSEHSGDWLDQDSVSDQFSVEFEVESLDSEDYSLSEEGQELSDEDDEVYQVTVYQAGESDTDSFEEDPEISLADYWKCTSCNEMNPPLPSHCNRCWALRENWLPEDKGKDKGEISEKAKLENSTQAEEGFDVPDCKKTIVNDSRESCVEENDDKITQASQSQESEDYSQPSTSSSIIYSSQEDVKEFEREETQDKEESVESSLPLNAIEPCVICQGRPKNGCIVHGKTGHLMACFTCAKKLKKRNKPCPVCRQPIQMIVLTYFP
Jurkat NFkB inh = inhibitors of the PMA/ionomycin-induced NF-kB reporter in Jurkat cells; PMA/ionomycin-induced NF-kB luciferase reporter, luminescence; inhibition, % at 4 µM; hit rate 0.53% among 330,000; in the data active = inhibition above about 50%
tim10-1 inh = growth inhibitors of tim10-1 mutant yeast; hit rate 2.2% among 330,000; S. cerevisiae tim10-1 ts strain growth, BacTiter-Glo, 24 h; inhibition, % at 20 µM; AID 463190;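 active = inhibition of at least 40%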;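 also: mutant grown at 25 °C; 0% = DMSO wells with yeast and 100% = wells holding no yeast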
Starred values were filed as active, the others as inactive.

SMILES	697 NFkB inh	UPR XBP1 act	tim23-1 inh	CHOP UPR activ	TIM10 inh	Mdm2 MdmX PPI	Jurkat NFkB inh	tim10-1 inh
Cc1nn(CC(=O)N2CCN(c3cccc(C(F)(F)F)c3)CC2)c(=O)c2cccn12	-4	-3	4	0.4	5	21	2	16
CC1(C)CC(C(=O)NCCC(c2ccccc2)c2ccco2)CCO1 (centres undefined)	1	-2	15	0.9	2	14	10	7
O=C(COc1ccccc1/C=C1\SC(=S)NC1=O)Nc1ccc(F)cc1	-4	-1	23	-0.1	-10	20	-8	4
CC(OC(=O)Cn1[nH]c(=O)c2ccccc2c1=O)C(=O)Nc1ccc(F)cc1 (centres undefined)	24	-1	2	1.0	-5	10	20	-7
COc1cccc(-c2cc(C(=O)N3CCN(S(=O)(=O)c4ccccc4)CC3)[nH]n2)c1	-15	-1	8	-1.1	12	10	1	6
COc1ccc(C(=O)N/C(=C\c2ccco2)C(=O)NCCCn2ccnc2)cc1	-23	-1	2	2.1	-12	-9	-28	1
CCCC(=O)Nc1ccc(C(=O)NCCc2ccc(F)cc2)cc1	-15	1	4	0.1	-7	-14	-14	22
COc1ccccc1N1CCN(C(=O)c2ccc(N(C)S(=O)(=O)c3ccccc3)cc2)CC1	0	-3	26	0.0	-3	19	6	14
Cc1cc(C(=O)Nc2cccnc2)cs1	19	2	3	-1.1	2	17	-9	-3
CNC(=O)n1cc(C)c(-c2cccs2)n1	6	-1	-17	0.0	-1	27	-7	-5
CN1CCN(C(c2ccc(Br)cc2)c2cc(Cl)c3cccnc3c2O)CC1 (centres undefined)	-10	12	66*	29	36	80*	16	22
CCCCC(=O)Nc1nc(C)c(C(C)=O)s1	7	2	27	1.6	9	2	-4	18
COc1cccc(NC(=O)C2CSC3(C)CCC(=O)N23)c1 (centres undefined)	9	3	7	1.6	-5	7	13	-2
Cc1nc(SCCC(C)C)c([N+](=O)[O-])[nH]1	-12	1	13	-0.2	16	-14	7	12
CCOc1ccc(NC(=O)C2CCN(C(=O)NCc3ccccc3)CC2)cc1	3	-3	-1	0.9	-8	-11	2	7
CC1=C(C(=O)OCc2ccccc2)C(c2ccc(N(C)C)cc2)NC(=O)N1 (centres undefined)	15	-1	-4	-2.0	4	12	4	8
C[C@@H](C(=O)Nc1nc2ccccc2s1)N1C(=O)C2CC=CCC2C1=O (some centres undefined)	4	-2	14	1.1	26	23	2	22
CCCOc1ccc(-c2nc(C#N)c(NCCCn3ccnc3)o2)cc1	-4	0	-2	1.1	6	27	9	34
CC1(C)CC(=O)c2cc(N=C/C(C(=O)c3ccccc3)=C(\O)c3ccccc3)c(=O)oc2C1	-46	4	-6	0.5	-3	17	-11	-6
COc1cc(/C=N/NC(=O)c2cccnc2)ccc1OS(=O)(=O)c1ccc(F)cc1	-29	2	4	-1.3	10	-22	-13	15

An excerpt from above in order of the 697 NFkB inh value, highest first:
compound	697 NFkB inh
CNC(=O)n1cc(C)c(-c2cccs2)n1	6
CCOc1ccc(NC(=O)C2CCN(C(=O)NCc3ccccc3)CC2)cc1	3
COc1cc(/C=N/NC(=O)c2cccnc2)ccc1OS(=O)(=O)c1ccc(F)cc1	-29

Continued:
SMILES	697 NFkB inh	UPR XBP1 act	tim23-1 inh	CHOP UPR activ	TIM10 inh	Mdm2 MdmX PPI	Jurkat NFkB inh	tim10-1 inh
CCC1Nc2ncnc(N3CCCCC3)c2N(Cc2ccc(C)cc2)C1=O (centres undefined)	2	2	32	0.2	8	9	-15	11
O=C(NC1CC1)c1ccc(-c2ccccc2)cc1	-39	1	28	2.4	25	-48	-57	28
COCCN(C(=O)COC(=O)Cc1c(C)nc2ccccc2c1C)c1c(N)n(CC(C)C)c(=O)[nH]c1=O	-11	2	5	-1.6	9	10	-16	0
Fc1ccc(-n2c(-c3ccc4c(c3)OCO4)n[nH]c2=S)cc1Cl	-26	1	26	0.1	11	-43	-28	13
COc1cccc2cc(C(=O)NCC3CCCO3)c(=O)oc12 (centres undefined)	6	1	19	0.1	-9	8	4	5
O=C(Nc1ccc(-c2nc3ccccc3c(=O)o2)cc1)c1ccco1	0	2	5	5.4	10	0	-3	6
N#CCCCn1c(-c2ccccc2)noc1=O	9	-1	6	0.7	3	28	14	10
O=C1CC(c2ccc(Cl)cc2)SC(N(c2ccccc2)c2ccccc2)=N1 (centres undefined)	-14	-2	23	5.0	16	43	5	25
CCOc1cc(CNC(C)C)c(Cl)cc1OCC(=O)NCCc1ccccc1	-24	0	1	-2.5	-10	0	-38	-1
Cc1ccccc1OCCC(=O)OCC(=O)Nc1c(C)nn(-c2ccccc2)c1C	-11	-1	28	1.7	5	-23	-11	25
Cn1c(-c2ccc(F)cc2)cnc1NCc1ccc(F)cc1	-27	0	-17	0.3	12	-5	5	0
CCOC(=O)C(/C=C(\C#N)C(=O)OCC)=C(/N)N1CCN(c2ccc(OC)cc2)CC1	15	4	-3	-2.2	-15	15	5	-3
Cc1ccc(NC(=O)CSc2nnc(N)s2)cc1S(=O)(=O)N1CCCCC1	0	-6	12	2.4	13	24	18	4
Cc1ccc(C(=O)NC2CC3CCCC(C2)N3Cc2ccccc2)cc1 (centres undefined)	7	-2	-2	3.8	-7	-17	2	-1
O=C(CN1C2CCCC1CC(NC(=O)c1ccccc1)C2)Nc1ccccc1C(F)(F)F (centres undefined)	-21	-5	18	1.8	9	15	2	4
CCOC(=O)CSCC(NC(=O)OC(C)(C)C)C(=O)OCC (centres undefined)	4	-4	-3	-1.8	2	-4	4	10
COc1ccc(-n2ccc(=O)c(C(=O)Nc3ccc(S(=O)(=O)Nc4nccs4)cc3)n2)cc1	-1	-2	-23	-1.6	-8	18	-7	-12
COc1ccc(CCNC(=O)C(=O)NCC2OCCN2S(=O)(=O)c2ccc(OC)c(C)c2)cc1 (centres undefined)	3	-1	18	6.4	6	0	18	12
Cc1ccccc1Nc1c([N+](=O)[O-])ccc2c1=NC1(CCCCC1)N=2	-7	0	18	1.3	21	9	-7	24
O=C(CC1N=C2c3ccccc3N=C(SCc3ccccc3Cl)N2C1=O)NCc1ccco1 (centres undefined)	10	1	22	0.6	21	-15	-3	25
COC(=O)[C@@]1(Cc2ccc(OC)cc2)[C@H]2c3cc(C(=O)N(C)C)[nH]c3C[C@H]2CN1C(=O)c1ccccc1	-7	-2	24	2.5	10	-11	5	13
CCc1cc(=O)oc2c3c(cc(OCC(=O)NCc4ccco4)c12)OC(C)(C)CC3	-13	10	20	-1.7	8	17	-10	10
[O-]c1n[n+](-c2ccc(Cl)cc2Cl)cc2ccccc12	7	-3	9	-1.6	-20	-9	-12	-20
CC(C)C1N=C2c3ccccc3N=C(SCc3cc(=O)n4cc(Cl)ccc4n3)N2C1=O (centres undefined)	-9	4	20	1.7	15	14	-14	21
CCOC(=O)c1cc2sc(C)cc2n1CC(=O)NCCc1ccccc1	-9	0	11	-1.6	7	13	0	-11
CCN(CC)S(=O)(=O)c1cccc(C(=O)NC(C)C(c2cccs2)N2CCCC2)c1 (centres undefined)	4	0	-7	0.8	-16	29	2	-4
COc1ccc(C(=O)NC(=S)Nc2ccc(Cl)c(C(=O)O)c2)cc1	1	-1	10	0.9	11	-8	5	-7
O=C1CCN(Cc2ccc(O)cc2)CCN1[C@H](CO)Cc1ccccc1	9	-1	-7	-0.1	-3	18	4	-6
CN(C)CCOC(=O)c1ccc2c(c1)S(=O)(=O)c1ccccc1C2=O	13	-3	12	-0.7	3	1	11	-18
CC(OC(=O)Cc1ccc(Cl)cc1)C(=O)NCCC1=CCCCC1 (centres undefined)	3	-1	20	0.8	1	26	-4	15
CCCCNCc1cc(Br)c(OCC(=O)NCc2ccccc2)c(OC)c1	-7	1	-17	0.6	-15	-5	-15	-14
Cc1c(Cl)cccc1NCC(=O)Nc1ccc(Cl)cc1F	20	-1	54*	0.3	30	-3	-2	26
CN(C)c1nnnn1-c1ccc(Oc2ccccc2)cc1	-15	2	4	-0.2	3	0	-10	20
COc1cccc(CNC(=O)C2CCN(c3nnc(N4CCCC4=O)s3)CC2)c1	-11	-2	2	0.7	3	-6	-3	25
COc1ccc(C2=CSC3=NCCN23)cc1F	6	0	4	0.1	-2	-1	-11	15
COc1cccc(CN(CC(=O)NCc2ccccc2)S(=O)(=O)CCl)c1	-12	-2	8	-0.2	7	-12	-10	8
Cc1cc(C)cc(C(=O)NCC(=O)N2CCC(C(N)=O)CC2)c1	-12	4	-1	0.8	3	-14	-12	-4
COc1ccc(N2C(=O)CC(N3CCN(c4ccccc4OC)CC3)C2=O)cc1 (centres undefined)	-4	-3	20	3.1	3	27	10	18
COc1ccc(C(=O)N/C(=C\c2ccc(OC)c(OC)c2)C(=O)N2CCCCC2)cc1	16	4	6	2.5	11	16	-8	-1
Cc1c(C(=O)N2CCOCC2)oc2ccc(S(=O)(=O)N3CCCCCC3)cc12	-12	-1	11	2.1	15	7	-21	20
CC(=O)c1sc2nc(C)c3c(c2c1N)CCCC3	-6	-2	19	-0.2	11	49	2	20
COc1cc(O)oc1C=Nc1ccc(Oc2ccccc2)cc1	-4	5	18	3.3	23	-3	-3	23
O=C(CN1CCN(Cc2ccccc2)CC1)Nc1ccc2c(c1)CCC2	-9	-3	11	0.2	8	13	-11	4
COc1ccc(N2CCN(C(=O)c3oc4ccccc4c3C)CC2)cc1	6	-1	29	-2.9	17	-23	12	25
CC(=O)CCN1CCOCC1	14	0	-10	-2.1	1	16	-10	-10
O=C1c2ccccc2C(=O)N1CCCCN(C(=O)c1cc2ccccc2oc1=O)c1ccc(Cl)cc1	-33	-4	8	-1.3	-6	12	-4	3
C/C(=N\NS(C)(=O)=O)c1ccccc1	4	-1	4	0.7	-11	-6	9	3
CC(=O)NC(CC(C)C)C(=O)NC(CO)C(=O)NC(CCC(=O)O)C(=O)NC(C)C(=O)NC(CC(C)C)C(N)=O (centres undefined)	9	2	6	-1.6	-8	15	8	-18
Cc1ccc(S(=O)(=O)/N=C(/NC(=S)Nc2c(C)n(C)n(-c3ccccc3)c2=O)c2ccccc2)cc1	-33	-2	14	0.1	2	-16	-3	11
O=C(CCc1ccc(S(=O)(=O)N2CCOCC2)cc1)N1CCCC1	15	-2	22	0.6	3	-13	-4	1
COC(=O)Nc1nc(Sc2ncc(C(F)(F)F)cc2Cl)n[nH]1	-3	-2	18	-1.2	19	-11	6	15
COc1cc(NC(=S)N2CCN(S(=O)(=O)c3ccc(F)cc3)CC2)cc(OC)c1	-6	-8	0	2.6	4	22	3	2
CCOc1cccc(NC(=O)CC#N)c1	2	-2	3	0.3	12	-3	-8	9
Cc1ccccc1OCCC(=O)Nc1c(C)n(C)n(-c2ccccc2)c1=O	-15	1	14	-0.7	-1	-7	7	8
O=C(CSc1nnc(CNC(=O)c2ccc(F)cc2)o1)Nc1ccc2c(c1)OCCO2	-31	0	-5	0.5	12	6	-6	-1

Part of the list above, as labelled records:
compound: COc1cc(NC(=S)N2CCN(S(=O)(=O)c3ccc(F)cc3)CC2)cc(OC)c1
  697 NFkB inh = -6	UPR XBP1 act = -8	tim23-1 inh = 0	CHOP UPR activ = 2.6	TIM10 inh = 4	Mdm2 MdmX PPI = 22	Jurkat NFkB inh = 3	tim10-1 inh = 2
compound: COC(=O)Nc1nc(Sc2ncc(C(F)(F)F)cc2Cl)n[nH]1
  697 NFkB inh = -3	UPR XBP1 act = -2	tim23-1 inh = 18	CHOP UPR activ = -1.2	TIM10 inh = 19	Mdm2 MdmX PPI = -11	Jurkat NFkB inh = 6	tim10-1 inh = 15
compound: C/C(=N\NS(C)(=O)=O)c1ccccc1
  697 NFkB inh = 4	UPR XBP1 act = -1	tim23-1 inh = 4	CHOP UPR activ = 0.7	TIM10 inh = -11	Mdm2 MdmX PPI = -6	Jurkat NFkB inh = 9	tim10-1 inh = 3
compound: COc1ccc(N2CCN(C(=O)c3oc4ccccc4c3C)CC2)cc1
  697 NFkB inh = 6	UPR XBP1 act = -1	tim23-1 inh = 29	CHOP UPR activ = -2.9	TIM10 inh = 17	Mdm2 MdmX PPI = -23	Jurkat NFkB inh = 12	tim10-1 inh = 25

From PubChem BioAssay
